NOD1 NF-kB reporter: inhibition of NOD1-driven NF-kB reporter – cell-based, luminescence, uHTS, primary screen (AID 1578); NOD1-driven NF-kB luciferase reporter cells, luminescence; higher % means a stronger effect; one-dose inhibition, % at 4 µM; EC50 in µM for titrated hits; 1% of 290,000 active; in the data active = inhibition mostly above about 36%, no sharp cut-off; inactive = mostly below about 34%;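 also: HEK-293T reporter cells stimulated with the NOD1 agonist gamma-tri-DAP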
AID2073: disruptors of CaV2.2 binding to Mint1 – biochemical, HTRF (AID 2073) | one-dose inhibition, % at 20 µM; IC50 in µM for titrated hits | 0.19% of 290,000 active | HTRF protein-protein interaction, Mint1-CaV2.2; higher % means a stronger effect; in the data active = inhibition mostly above about 51%, no sharp cut-off; inconclusive = no clear call, values can overlap the other calls; inactive = mostly below about 53%; also: some results filed as inactive read as strong as hits
GPR35 antagonists: inhibition of zaprinast-stimulated GPR35 beta-arrestin translocation – imaging, U2OS, beta-arrestin-GFP, zaprinast agonist, primary screen (AID 2058) | U2OS GPR35 beta-arrestin-GFP translocation imaging, zaprinast antagonism; higher % means a stronger effect | inhibition, % at 10 µM; hits with a dose series show IC50 in µM | 0.052% of 290,000 active;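 active = inhibition of at least 50% with at least 30 cells and total cytoplasm GFP at most 10,000,000; inconclusive = under 30 cells or total GFP of 10,000,000 plus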
HIV fusion peptide: cell-free HIV fusion peptide-binding blockers – biochemical, uHTS, fluorescence dequenching, primary screen (AID 1986); cell-free peptide binding, fluorescence dequenching, 30 min; higher % means a stronger effect; inhibition, % at 20 µM, or IC50 in µM where a hit was titrated; 0.3% of 290,000 active; in the data active = inhibition mostly above about 52%, no sharp cut-off; inactive = mostly below about 76%; also: some results filed as inactive read as strong as hits
KOR beta-arrestin-1: KOR agonists, beta-arrestin recruitment, primary screen, cell-based, luminescence, uHTS (AID 1777); KOR beta-arrestin recruitment, luminescence; higher % means a stronger effect; activation, % at 10 µM, or EC50 in µM where a hit was titrated; 0.02% of 280,000 active; in the data active = activation above about 50%, passing the limit was not always enough; also: a part of the inactive calls stands beside numbers as strong as those of hits
SIAH1 antagonists: blockers of Siah-1 interaction with plectin peptide – biochemical, fluorescence polarization, rhodamine-plectin, uHTS, primary screen (AID 1817); displacement, % at 20 µM; hits with a dose series show IC50 in µM; 0.02% of 290,000 active; Siah-1 / rhodamine-plectin peptide fluorescence polarization; higher % means a stronger effect;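 active = displacement of at least 50% at 20 µM, with a fluorescence ratio check between 0.3 and a set limit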;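 also: plate controls were Siah plus tracer with DMSO for no effect and tracer alone without Siah for full effect; strong numbers were not always called active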
KOR beta-arrestin-2: KOR antagonists, beta-arrestin recruitment, cell-based, luminescence, uHTS (AID 1778) | KOR beta-arrestin recruitment, luminescence, antagonist mode; higher % means a stronger effect | inhibition, % at 10 µM, or IC50 in µM where a hit was titrated | 0.091% of 290,000 active; in the data active = inhibition above about 50%; also: strong numbers were not always called active
GPR55 beta-arrestin: GPR55 agonists via beta-arrestin recruitment, primary screen, imaging, U2OS cells, beta-arrestin-GFP redistribution (AID 1961) | U2OS GPR55 beta-arrestin-GFP redistribution imaging; higher % means a stronger effect | 0.048% of 290,000 active | one-dose activation, % at 10 µM; EC50 in µM for titrated hits;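 active = activation above 40% with more than 50 cells counted in the well; inconclusive = wells holding fewer than 50 cells, flagged as toxic or sparse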;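 also: U2OS osteosarcoma cells stably expressing GPR55 and beta-arrestin-GFP; plate controls were DMSO negative control for no effect and LPI positive control for full effect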
GPR55 LPI antagonism: GPR55 antagonists blocking LPI-driven arrestin recruitment, primary screen, imaging, U2OS, beta-arrestin-GFP, LPI agonist (AID 2013). inhibition, % at 10 µM; hits with a dose series show IC50 in µM. 0.13% of 290,000 active. U2OS GPR55 beta-arrestin-GFP translocation imaging, LPI antagonism; higher % means a stronger effect;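 active = spots per cell inhibited over 60%, with over 100 cells counted and total cytoplasm intensity under 500,000; inconclusive = wells with under 100 cells, flagged as likely toxic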;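 also: U2OS cells stably carrying GPR55 and arrestin-GFP stimulated by 5 µM LPI near EC80; imaged beta-arrestin-GFP aggregate spots per cell after agonist stimulation; plate controls were LPI-stimulated DMSO wells for no effect and DMSO wells without LPI for full effect; some results filed as inactive read as strong as hits; confirmed hits need IC50 under 10 µM and bright autofluorescent wells are also inconclusive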
Starred values were filed as active, the others as inactive; u = inconclusive; x = not tested or not shown; [ ] = dose if it differs, or a comment. Not all compounds are listed; the hit share may differ from the screen's.

SMILES | NOD1 NF-kB reporter | AID2073 | GPR35 antagonists | HIV fusion peptide | KOR beta-arrestin-1 | SIAH1 antagonists | KOR beta-arrestin-2 | GPR55 beta-arrestin | GPR55 LPI antagonism
CC(C)N(c1ccccc1)c1ccc(NC(=O)C2CCCO2)cc1 (configuration not stated) | -1% | -1% | 20% | -1.2% | 1.3% | -5% | 9% | -0.2% | 8%
COC(=O)c1cc(CNC(=O)c2cccc(Cl)c2Cl)ccc1OC | -6% | 3% | 7% | -2.0% | -3.3% | -4% | 8% | -0.2% | 8%
O=S(=O)(Nc1cccnc1)c1ccc(C2CCCCC2)cc1 | 51% | -1% | -8% | -0.2% | -6.0% | -1% | -55% | -0.1% | 3%
Cc1nc2ccccc2c(=O)n1CCc1ccccc1 | 6% | 12% | 16% | -1.6% | -14% | -4% | 45% | -0.1% | -7%
CC(=O)c1ccc(N2CCN(S(=O)(=O)c3cc(-c4cc(C)no4)ccc3C(C)C)CC2)cc1 | -38% | 38% | 12% | 2.8% | 3.3% | -3% | -23% | -0.2% | 5%
Cc1cccc(C)c1OCC(=O)Nc1nnc(C2CCCO2)s1 (configuration not stated) | -13% | -2% | 3% | 1.8% | 3.2% | -4% | 28% | -0.3% | -10%
N#CC(C(=O)NC1CC1)c1nc2ccccc2nc1N1CCCC1 (configuration not stated) | -4% | -8% | -3% | -2.3% | 53% | 4% | -39% | 0.3% | -17%
C=CCSc1nc2c(cnn2-c2ccc(C)c(C)c2)c(=O)[nH]1 | -14% | 20% | 6% | 0.9% | 4.9% | 0% | -10% | -0.2% | 16%
CCOC(=O)CSc1nnc(C2CCCCC2)n1C | -44% | 43% | 16% | 0.6% | 3.1% | -3% | -26% | -0.1% | 4%
COc1ccc(N2CCN(C(=O)CCCn3c(=O)[nH]c4ccsc4c3=O)CC2)cc1 | -16% | -5% | 19% | 2.2% | -6.8% | 0% | 8% | -0.2% | 0%
O=C1NCN(CCO)CN1 | 1% | 15% | 1% | 0.9% | 5.9% | 6% | 13% | 0.3% | 8%
O=C(O)CSCCn1cccn1 | -15% | 29% | -4% | 4.0% | -3.1% | 0% | 1% | -0.3% | -12%
O=C1NC(=O)/C(=C/c2cccc3ccccc23)S1 | 29% | u | 2% | 37% | 3.4% | 8% | -29% | -0.3% | -8%
O=C(CCc1ccccn1)N1CCCC(Nc2ccc(F)cc2)C1 (configuration not stated) | 22% | -8% | -2% | -0.8% | 7.9% | -2% | -19% | 0.0% | -24%
CCOC(=O)N1CCN(C(=S)NC(=O)c2ccc(Br)cc2)CC1 | -47% | -9% | -2% | 1.4% | -2.6% | 6% | 14% | -0.4% | -2%
S=c1[nH]nc(COc2ccccc2)n1/N=C/c1cccnc1 | -10% | 33% | -10% | 1.4% | 5.3% | 6% | x | 0.1% | 8%
Cc1ccccc1OCc1nnc(SCC(=O)Nc2ccc3c(c2)OCO3)n1C | -62% | 28% | -1% | -1.8% | 0.9% | -2% | -5% | -0.2% | -2%
CN(CC(=O)NC1CCCCCCC1)S(=O)(=O)c1cccc2cccnc12 | -3% | -6% | 8% | -0.8% | 1.5% | 4% | 6% | -0.2% | 1%
CCCN(CC(=O)Nc1ccc(OC)c(OC)c1)CC(=O)Nc1ccc(F)c(F)c1F | -5% | -8% | -8% | -1.5% | -5.9% | -5% | -1% | -0.2% | 7%
COc1ccc(Cl)cc1NC(=S)Nc1cccnc1 | -28% | 6% | -12% | -2.1% | -5.6% | -2% | 3% | 0.0% | 0%
COC(=O)c1cnc(Nc2cccc(C(F)(F)F)c2)c([N+](=O)[O-])c1 | -5% | 5% | -4% | -1.9% | 6.4% | 4% | 21% | -0.1% | 8%
CC(=O)Nc1ccc(NC(=O)C(C)OC(=O)/C=C/c2cccs2)cc1 (configuration not stated) | -28% | 4% | -4% | -3.1% | -3.5% | 3% | -19% | -0.5% | 0%
Cc1ccc(OCC(=O)N/N=C/c2ccncc2)cc1C | -8% | -4% | 0% | -1.1% | -2.0% | 2% | 2% | -0.2% | -8%
O=S(=O)(c1cccc(-c2csc(-c3cccnc3)n2)c1)N1CCCCC1 | 24% | 7% | -8% | 2.0% | -0.9% | -3% | 2% | -0.2% | -3%
NC(=O)C1CCN(C2=C(NS(=O)(=O)c3ccc(Br)cc3)C(=O)c3ccccc3C2=O)CC1 | -3% | -6% | 6% | 7.8% | 2.2% | -2% | 10% | -0.2% | 3%
CN(C(=O)COC(=O)c1cc(-c2ccc(Cl)s2)nc2ccccc12)C1CCS(=O)(=O)C1 (configuration not stated) | -20% | u | -21% | 0.7% | -1.1% | 7% | 39% | 0.1% | 5%
CC1(C)CC(=O)C(C(=O)c2ccccc2)C(=O)C1 | -12% | 7% | 3% | 0.7% | -5.6% | 12% | 3%[20 µM] | 0.0% | 1%
CCOc1ccccc1NC(=O)CN1CCC(NC(=O)Nc2ccccc2)CC1 | -22% | -1% | 7% | -0.9% | 0.8% | 12% | -24% | -0.2% | 4%
O=C(Nc1cccc(S(=O)(=O)N2CCCCC2)c1)c1ccc2ccccc2n1 | 16% | 2% | -10% | 1.1% | -0.7% | -4% | 40% | -0.3% | -5%
COC(CNC(=O)c1cccc(-n2c(=S)[nH]c3cc(Cl)ccc3c2=O)c1)OC | -42% | 6% | -7% | -0.5% | -2.1% | -5% | 0% | -0.2% | 0%
Nc1nc(-c2ccco2)cs1 | 2% | 38% | 2% | 0.0% | -1.7% | -7% | 8% | -0.6% | -3%
Fc1ccc(N2CCN(c3ncnc4nc[nH]c34)CC2)cc1 | -20% | 7% | -11% | 1.2% | -2.2% | 6% | 10% | 0.3% | -8%
Cn1c(COc2ccc(Cl)cc2)nnc1SCC(=O)NC1CCCC1 | -12% | 9% | 10% | 1.3% | 4.9% | 5% | 13% | 0.5% | 4%
COCCn1c(SCC(=O)Nc2ccc(C(C)=O)cc2)nc2c([nH]c3ccccc32)c1=O | -29% | 3% | -8% | -0.4% | -3.7% | 7% | 22% | 0.0% | 14%
Cc1cc(C)cc(Nc2ncc3c(n2)CCCC3=O)c1 | -24% | 7% | 11% | 1.2% | 2.2% | -1% | -2% | -0.2% | 4%
CCOc1cc2c(Cl)ncnc2c(OCC)c1OCC | -7% | 7% | 7% | -0.2% | -0.6% | -2% | 10% | -0.1% | 2%
Cc1ccccc1OCC(O)CN(CCO)Cc1ccccc1 (configuration not stated) | -19% | -6% | -4% | 1.8% | -1.2% | -2% | 4% | 0.1% | 3%
Cn1c(-c2ccccc2)cnc1SCC(N)=O | 0% | -6% | -4% | 0.7% | 5.2% | -5% | -12% | 0.4% | 4%
COc1cccc(C2c3[nH]c4ccccc4c3C[C@H]3C(=O)N(c4ccccc4C(=O)N4CCC[C@H]4C(=O)O)C(=O)N23)c1 (some centres not stated) | 4% | 9% | 7% | 8.3% | 2.0% | 2% | -20%[20 µM] | -0.2% | 2%
Cc1ccc(N=C2NC(=O)C(CC(=O)NCc3ccccc3)S2)cc1C (configuration not stated) | -17% | -1% | 3% | -2.2% | 0.0% | -1% | -14% | -0.2% | -10%
O=C(Nc1ccnn1C1CCN(C/C=C/c2ccccc2)CC1)c1ccccc1Cl | 15% | 5% | 12% | 1.1% | 0.4% | -7% | -41% | 0.8% | -14%
COc1ccccc1-n1c(N)c(C(N)=O)sc1=S | -27% | 0% | 1% | 1.0% | 3.9% | -4% | -36% | 0.0% | -34%
Cn1c(=O)n(C)c2cc(CN3C(=O)OC(C)(C)C3(C)O)ccc21 (configuration not stated) | -11% | -1% | -9% | -1.4% | -5.0% | 0% | 9% | 0.2% | -4%
N#Cc1c(-c2ccccc2Cl)cc(-c2ccccc2)[nH]c1=S | -29% | 62% | 7% | 4.7% | 3.6% | 4% | -31%[20 µM] | 0.9% | 2%
CC1CN(Cc2nc3c(c(=O)n(C)c(=O)n3C)n2CCN2CCOCC2)CC(C)O1 (configuration not stated) | -11% | 2% | -15% | -1.4% | x | 3% | x | -0.1% | -11%
O=C(CSc1nc(-c2ccc(F)cc2)nc2c1Cc1ccccc1O2)Nc1ccc(C(=O)O)cc1 | -30% | u | -11% | 57% | -3.3% | -29% | 12% | 0.0% | 10%
COc1ccccc1N1CCN(C(=O)C(Sc2ccccc2)c2ccccc2)CC1 (configuration not stated) | -27% | -4% | 6% | 2.1% | 3.0% | -2% | -24% | 0.1% | -4%
N#Cc1nc(COc2ccccc2F)oc1NCCCn1ccnc1 | -6% | -14% | 3% | -0.4% | -2.5% | 3% | 13% | -0.1% | 6%
COc1ccccc1C(=O)COC(=O)c1ccccc1O | -33% | 3% | 0% | -1.0% | -1.3% | 1% | -14% | 0.4% | 0%
COc1ccc(-c2ccc(/C=N/NC(=O)Cc3nnc(N)s3)o2)cc1Cl | -19% | 31% | -1% | 6.8% | -0.5% | -3% | 1% | 0.3% | -1%
(further entries)
SMILES | NOD1 NF-kB reporter | AID2073 | GPR35 antagonists | HIV fusion peptide | KOR beta-arrestin-1 | SIAH1 antagonists | KOR beta-arrestin-2 | GPR55 beta-arrestin | GPR55 LPI antagonism
Cc1nn(C)cc1CN(C)C(=O)c1sc2cccc(Cl)c2c1Cl | -1% | -14% | 17% | -3.9% | -7.9% | -2% | -19% | -0.2% | -1%
Cn1c(=O)c2c(nc(N3CCc4ccccc4C3)n2Cc2ccc(Br)cc2)n(C)c1=O | -6% | 8% | 5% | -1.4% | -2.2% | -1% | 2% | 0.3% | -7%
O=C(NCc1ccc(Cl)cc1)c1ccccc1Oc1ccccc1 | x | -7% | 22% | -2.4% | 6.7% | -3% | -35% | 0.2% | -8%
CC(C)COc1ccc(C(=O)Nc2ccc([N+](=O)[O-])cc2)cc1 | -29% | 15% | -14% | 1.2% | -0.9% | 1% | 10%[20 µM] | 0.2% | -5%
COc1ccc(/C=N/NC(=O)c2ccc(COc3cccc4cccnc34)cc2)cc1O | -4% | 18% | -8% | -4.5% | -2.6% | 11% | 24% | -0.1% | 22%
COc1ccc(-c2[nH]ncc2CN2CCC(N3CCSCC3)CC2)cc1F | 5% | -2% | 12% | -0.8% | x | 2% | -13%[20 µM] | -0.1% | 11%
CC(=O)/C=C/c1ccccc1O | -20% | 3% | -5% | 0.7% | -0.5% | -2% | -11% | -0.4% | -2%
CC(=O)Nc1ccc(S(=O)(=O)Nc2nc3ccccc3s2)cc1 | -34% | 11% | 7% | 4.9% | 2.9% | 4% | -26% | 0.0% | 0%
CCOC(=O)C(C)Sc1nc2c(c(=O)[nH]c(=O)n2C)n1Cc1ccc(Cl)cc1 (configuration not stated) | -6% | 22% | -5% | 1.0% | -1.2% | 2% | -14% | 0.9% | -9%
